MEP2 TOR yeast: modulators of MEP2-GFP levels in yeast, primary screen, S. cerevisiae, multiplex flow cytometry, MLPCN library | GFP response vs DMSO, % at 10 µM | actives 0.51% (n = 330,000) | S. cerevisiae MEP2-GFP strain, 3 h; 100% = DMSO control level | AID 2016, 2009;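 active = GFP response versus DMSO above a set limit, roughly screen mean plus 3 SD, cut at about 180% in these data; inconclusive = fewer than 70 cells counted for a yeast strain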;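 also: median GFP fluorescence of the barcode-gated MEP2-GFP cells per well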
GRK2 inh: compounds blocking aptamer binding on GRK2 – biochemical, human GRK2, bead flow cytometry, HTS, primary screen | FAM-aptamer displacement from GRK2 | inhibition of aptamer binding, % at 10 µM | actives 0.59% (n = 330,000);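 active = inhibition of aptamer binding above 40%, roughly 3 SD of noise, on plates passing a quality check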;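 also: median bead fluorescence of bound FAM aptamer so fluorescent compounds give negative values; no value below 0 was filed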
Target sequence (P25098 whole entry, looked up): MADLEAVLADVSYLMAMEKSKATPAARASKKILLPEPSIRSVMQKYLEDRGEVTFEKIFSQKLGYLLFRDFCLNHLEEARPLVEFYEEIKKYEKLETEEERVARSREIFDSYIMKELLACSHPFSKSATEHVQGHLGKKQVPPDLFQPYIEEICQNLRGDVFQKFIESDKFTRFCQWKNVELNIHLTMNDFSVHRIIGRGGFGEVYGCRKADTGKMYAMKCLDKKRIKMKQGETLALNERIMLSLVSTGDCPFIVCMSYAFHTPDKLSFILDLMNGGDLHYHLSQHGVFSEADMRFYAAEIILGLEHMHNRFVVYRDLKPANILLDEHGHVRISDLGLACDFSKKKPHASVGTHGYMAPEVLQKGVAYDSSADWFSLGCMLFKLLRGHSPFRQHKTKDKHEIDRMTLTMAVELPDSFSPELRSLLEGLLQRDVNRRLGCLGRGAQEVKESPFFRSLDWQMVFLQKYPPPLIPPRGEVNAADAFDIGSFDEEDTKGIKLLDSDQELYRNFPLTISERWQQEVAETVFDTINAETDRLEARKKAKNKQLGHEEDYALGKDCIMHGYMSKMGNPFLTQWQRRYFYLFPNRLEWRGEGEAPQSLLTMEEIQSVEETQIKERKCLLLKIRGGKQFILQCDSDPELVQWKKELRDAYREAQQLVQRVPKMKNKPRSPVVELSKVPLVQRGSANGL
LAP4-GFP MLPCN: modulators of LAP4-GFP expression in yeast, primary screen, S. cerevisiae, multiplex flow cytometry, MLPCN library; GFP response vs DMSO, % at 10 µM; actives 0.34% (n = 320,000); 3 h; median GFP as percent of DMSO wells; AID 2023, 2009;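 active = GFP response vs DMSO above a set limit, about the screen mean plus 3 SD, cut at about 150% in these data; inconclusive = under 70 cell events counted for the yeast strain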
CIT2-GFP yeast: modulators of CIT2-GFP expression in yeast, primary screen, S. cerevisiae, GFP fusion, multiplex flow cytometry, MLPCN library; S. cerevisiae CIT2-GFP strain, 3 h; 100 means same as DMSO wells; GFP response vs DMSO, % at 10 µM; actives 0.065% (n = 320,000);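 active = GFP response relative to DMSO above a set limit, near the screen mean plus 3 SD, cut at about 150% in these data; inconclusive = Fewer than 70 cells measured for a yeast strain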;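 also: ratio of well median GFP fluorescence to mean of DMSO wells on the plate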
AGP1-GFP MLPCN: modulators of AGP1-GFP expression in yeast TOR pathway, primary screen, cell-based, multiplex flow cytometry, S. cerevisiae, MLPCN library | 3 h; GFP as percent of DMSO wells | GFP response vs DMSO, % at 10 µM | actives 0.02% (n = 320,000) | AID 2066, 2009;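 active = GFP response relative to DMSO above a set limit, near screen average plus 3 SD, cut at about 150% in these data; inconclusive = fewer than 70 cells counted for the yeast strain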;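 also: median GFP channel fluorescence of the gated AGP1 strain per well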
VLA-4 inh: inhibition in human VLA-4 binding assay, primary screen, VLA-4 allosteric modulator project, MLPCN library, flow cytometry, VLA-4 expressing cells; ligand binding flow cytometry; inhibition, % (about 7 µM as worked out from the volumes in the protocol); actives 0.2% (n = 330,000); AID 2557, 2010; in the data active = inhibition above about 50%
GASC-1 inh: inhibitors of GASC-1 histone demethylase, primary screen, biochemical, fluorescence, DELFIA europium; Lysine-specific demethylase 4C (Homo sapiens), Q9H3R0; GST-JMJD2C(1-420) H3K9me3 demethylation; inhibition, % at 2.35 µM; actives 0.069% (n = 330,000); AID 2099, 2009;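 active = more than half of a compound's replicate wells show inhibition beyond 50%, single wells judged on their own value; inconclusive = some, but no more than half, of replicates pass 50% inhibition; inactive = no replicate passes 50% inhibition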;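 also: signal counts dimethyl H3K9 product captured on neutravidin plate; 0% = median of DMSO wells and 100% = 0.3 times that DMSO median; strong numbers were not always called active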
Target sequence (Q9H3R0 1-420 limits assumed): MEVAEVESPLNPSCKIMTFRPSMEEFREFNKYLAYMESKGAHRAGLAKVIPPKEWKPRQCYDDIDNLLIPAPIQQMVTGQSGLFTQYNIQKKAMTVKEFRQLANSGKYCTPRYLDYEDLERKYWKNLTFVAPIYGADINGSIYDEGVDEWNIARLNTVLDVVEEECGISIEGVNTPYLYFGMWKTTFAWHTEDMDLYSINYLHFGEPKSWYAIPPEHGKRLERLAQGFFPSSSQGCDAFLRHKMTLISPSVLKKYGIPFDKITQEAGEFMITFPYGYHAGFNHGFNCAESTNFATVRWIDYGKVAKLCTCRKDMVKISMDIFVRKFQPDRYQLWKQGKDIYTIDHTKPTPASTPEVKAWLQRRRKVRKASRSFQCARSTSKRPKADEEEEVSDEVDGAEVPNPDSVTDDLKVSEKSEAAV
RPL19A-GFP yeast: RPL19A-GFP expression modulators in yeast, primary screen, cell-based, S. cerevisiae, multiplex flow cytometry, MLPCN | S. cerevisiae RPL19A-GFP strain, 3 h; hits give low values | percent response vs DMSO, % at 10 µM | actives 0.3% (n = 330,000) | AID 2025, 2009;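 active = percent response vs DMSO below 50%; inconclusive = fewer than 70 events counted for the yeast strain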;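 also: median channel GFP fluorescence of the barcoded RPL19A-GFP strain; ratio of sample median GFP to plate DMSO average so 100% = DMSO; lower means less RPL19A-GFP as with rapamycin TOR inhibition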
Active calls of the source: *; u = inconclusive; x = no result given; & = joins results of further samples.

SMILES	MEP2 TOR yeast	GRK2 inh	LAP4-GFP MLPCN	CIT2-GFP yeast	AGP1-GFP MLPCN	VLA-4 inh	GASC-1 inh	RPL19A-GFP yeast
Cc1cc(S(=O)(=O)Nc2cccc(Cl)c2)c(C)s1	102	2	96	101	103	15	-5	97
CCOC(=O)C1=C(O)/C(=C/c2ccc(OCC(=O)O)c(OC)c2)SC1=Nc1ccc(OCC)cc1	144	0	119	122	114	-3	9	110
OC(COCc1ccccc1)CN1CCN(c2ccccc2)CC1 (stereo not drawn)	95	0	87	95	95	6	13	95
Cc1cccc(-c2nc(CS(=O)CC(=O)NCC3CCCO3)c(C)o2)c1 (stereo not drawn)	107	3	105	97	95	-12	-7	95
CCC(=O)N1CCN(c2nc(-c3ccc(Cl)cc3)cs2)CC1	102	0	113	91	92	15	-26	99
COc1ccc(N2CCN(C3CCCN(C(=O)CN4CCCC4=O)C3)CC2)cc1 (stereo not drawn)	107	11	100	98	104	-122	-20	98
NC(=S)NNC(=O)C12CC3CC(CC(C3)C1)C2	104	0	109	104	107	10	2	105
CC1CCCC(C)N1CCCNC(=O)c1cc2c(=O)n(C)c3ccccc3c2n1C (stereo not drawn)	101	0	96	111	106	-11	7&-1	100
CC(=O)Oc1ccc(/C=N/NS(=O)(=O)c2ccccc2)cc1	99	0	104	103	99	7	-5	96
CCN(CC)S(=O)(=O)c1ccc2oc(C(=O)NC3CC3)c(C)c2c1	127	0	104	96	98	8	15	99
COc1ccc(CCNC(=O)CC2COc3ccccc3O2)cc1OC (stereo not drawn)	97	0	98	88	91	12	-1	93
CC1(C(=O)N(CC(=O)NC2CCCC2)Cc2ccccc2)CC(=O)N=C2C=CC=CN21 (stereo not drawn)	105	4	110	107	103	-11	1	103
CCN(CC)S(=O)(=O)c1cccc(S(=O)(=O)N2CCCCC2)c1	105	0	99	101	104	16	3	107
CCC(=O)Nc1ccc(NC(=O)CSc2nnnn2CC)cc1C	104	1	104	104	103	10	-9	96
CCOc1cccc(CN2CCCC(C(=O)c3cc(Cl)ccc3OC)C2)c1O (stereo not drawn)	103	0	90	103	100	4	-4	102
COc1ccccc1N1CCN(C(=O)NCc2ccc(Cl)cc2)CC1	105	2	102	99	97	5	11	108
CC(C)CCNC(=O)CCS(=O)(=O)c1cccc2nonc12	103	3	101	97	102	-1	5	102
CCCNC(=S)N(Cc1cc2cc(C)ccc2n2nnnc12)CC(C)(C)CN(C)C	106	0	97	112	108	-9	1	110
C/C(=N\O)c1ccc(Cl)c(Cl)c1	102	0	104	100	102	7	2	100
CCCOc1cccc(/C=N/NC(=O)c2csc(C)c2C)c1	u	4	u	u	u	14	-4	u

An excerpt of these results, field by field.
C/C(=N\O)c1ccc(Cl)c(Cl)c1
  MEP2 TOR yeast = 102 | GRK2 inh = 0 | LAP4-GFP MLPCN = 104 | CIT2-GFP yeast = 100 | AGP1-GFP MLPCN = 102 | VLA-4 inh = 7 | GASC-1 inh = 2 | RPL19A-GFP yeast = 100

CCCOc1cccc(/C=N/NC(=O)c2csc(C)c2C)c1
  MEP2 TOR yeast = u | GRK2 inh = 4 | LAP4-GFP MLPCN = u | CIT2-GFP yeast = u | AGP1-GFP MLPCN = u | VLA-4 inh = 14 | GASC-1 inh = -4 | RPL19A-GFP yeast = u

(listing goes on)
SMILES	MEP2 TOR yeast	GRK2 inh	LAP4-GFP MLPCN	CIT2-GFP yeast	AGP1-GFP MLPCN	VLA-4 inh	GASC-1 inh	RPL19A-GFP yeast
O=C(COC(=O)c1ccc(F)c(S(=O)(=O)N2CCOCC2)c1)Nc1ccc2[nH]c(=O)[nH]c2c1	93	0	89	81	88	-22	-8	93
NS(=O)(=O)c1ccc(N/N=C/c2ccccc2Br)cc1	108	0	99	102	102	6	-3	99
O=C(CC1C(=O)NCCN1Cc1ccc(-c2ccccc2)cc1)NCCCn1cccn1 (stereo not drawn)	105	0	86	91	95	-2	-7	99
COCCn1c(-c2ccc(Cl)cc2Cl)nc2c(c(=O)c3ccccc3n2C)c1=O	98	4	91	93	96	22	8	99
O=C1CN(C(=O)c2cc3ccccc3oc2=O)C(c2ccc(F)cc2)c2cc(F)ccc2N1 (stereo not drawn)	93	2	94	93	112	4	10	103
COc1ccc(CC(=O)Nc2ccc(N3CCCCC3)cc2)cc1	102	2	102	107	99	20	-11	94
O=C(CCNC(=O)c1ccc([N+](=O)[O-])cc1)NC1CCCCCC1	106	0	99	104	104	7	7	107
COc1ccccc1/C=N\Nc1cc(C)nc(-n2nc(C)cc2C)n1	113	2	110	95	96	8	-2	102
Cc1ccc(OC(=O)c2cc3ccccc3o2)cc1	107	0	110	112	102	-4	2	103
CCC(C(=O)N1CCN(Cc2ccc3c(c2)OCO3)CC1)n1c(=O)[nH]c2ccccc2c1=O (stereo not drawn)	103	0	98	108	102	-4	28	101
COc1ccc(C(=O)Nc2nnc(Cc3ccccc3)s2)c(OC)c1	107	0	105	102	103	-4	2	100
CC(=O)c1cccc(NC(=O)c2ccccc2N(C)S(=O)(=O)c2ccc(C)cc2)c1	101	0	95	98	100	-1	1	103
CCOC(=O)c1cn(-c2nc(-c3ccc(Cl)c(Cl)c3)cs2)c2c(F)c(N3CCOCC3)c(F)cc2c1=O	101	0	103	91	99	-126	-28	97
Cc1oc(-c2cc(F)ccc2F)nc1CN1CCN(c2cnccn2)CC1	93	2	90	95	91	-1	-1	89
Cc1c(C(=O)O)sc(=S)n1CCOc1ccccc1	110	0	102	100	102	-6	-1	98
COC(=O)c1ccccc1S(=O)(=O)N1CCC(C(=O)OC(C)C(=O)Nc2ccccc2OC)CC1 (stereo not drawn)	95	1	94	90	92	-7	4	92
Cn1c(=O)oc2cc(S(=O)(=O)N3CCC(C(=O)Nc4ccc(OC(F)(F)F)cc4)CC3)ccc21	108	3	97	113	112	4	11	110
O=C(CCc1nnc(COc2ccccc2)o1)NCc1ccccc1C(F)(F)F	99	3	103	103	110	5	-7	101
COc1ccccc1CNC(=O)C1CCCN(S(=O)(=O)c2cccc3nsnc23)C1 (stereo not drawn)	99	0	97	101	100	9	0	102
CN(Cc1nc(-c2ccccc2)no1)C1CCOCC1	91	0	100	75	105	-5	-7	97

Ordered by count of non-hydrogen atoms (falling): part of the list above.
SMILES	MEP2 TOR yeast	GRK2 inh	LAP4-GFP MLPCN	CIT2-GFP yeast	AGP1-GFP MLPCN	VLA-4 inh	GASC-1 inh	RPL19A-GFP yeast
CCOC(=O)c1cn(-c2nc(-c3ccc(Cl)c(Cl)c3)cs2)c2c(F)c(N3CCOCC3)c(F)cc2c1=O	101	0	103	91	99	-126	-28	97
COC(=O)c1ccccc1S(=O)(=O)N1CCC(C(=O)OC(C)C(=O)Nc2ccccc2OC)CC1 (stereo not drawn)	95	1	94	90	92	-7	4	92
Cn1c(=O)oc2cc(S(=O)(=O)N3CCC(C(=O)Nc4ccc(OC(F)(F)F)cc4)CC3)ccc21	108	3	97	113	112	4	11	110
CCC(C(=O)N1CCN(Cc2ccc3c(c2)OCO3)CC1)n1c(=O)[nH]c2ccccc2c1=O (stereo not drawn)	103	0	98	108	102	-4	28	101
CC(=O)c1cccc(NC(=O)c2ccccc2N(C)S(=O)(=O)c2ccc(C)cc2)c1	101	0	95	98	100	-1	1	103
O=C(CCc1nnc(COc2ccccc2)o1)NCc1ccccc1C(F)(F)F	99	3	103	103	110	5	-7	101
Cc1oc(-c2cc(F)ccc2F)nc1CN1CCN(c2cnccn2)CC1	93	2	90	95	91	-1	-1	89
COc1ccc(C(=O)Nc2nnc(Cc3ccccc3)s2)c(OC)c1	107	0	105	102	103	-4	2	100
COc1ccc(CC(=O)Nc2ccc(N3CCCCC3)cc2)cc1	102	2	102	107	99	20	-11	94
CN(Cc1nc(-c2ccccc2)no1)C1CCOCC1	91	0	100	75	105	-5	-7	97
Cc1ccc(OC(=O)c2cc3ccccc3o2)cc1	107	0	110	112	102	-4	2	103

Other structures.
SMILES	MEP2 TOR yeast	GRK2 inh	LAP4-GFP MLPCN	CIT2-GFP yeast	AGP1-GFP MLPCN	VLA-4 inh	GASC-1 inh	RPL19A-GFP yeast
COc1ccc(OC)c(NC(=O)CCCNC(=O)Cn2cnc3sc(C)c(C)c3c2=O)c1	96	0	94	100	100	-4	-10	99
OCCc1ccc(O)cc1	99	0	130	87	90	48	x	95
O=C(O)C1CC(O)CN1C(=S)Nc1ccccc1 (stereo not drawn)	99	0	107	98	104	-8	10	98
CC(=O)c1ccc(OC(C)c2nc3ccccc3s2)cc1 (stereo not drawn)	102	1	102	93	104	5	67	101
O=C(COC(=O)CCC(=O)c1ccccc1)Nc1nnc(-c2ccccc2)o1	104	0	111	107	115	2	1	109
CC(=O)N(CCc1ccccc1C)Cc1cc2ccc(C)cc2[nH]c1=O	107	61*	93	101	101	7	-4	104
CCOC(=O)C1(C)NC(c2cccs2)C2C(=O)N(c3ccc(C)cc3)C(=O)C21 (stereo not drawn)	99	3	98	93	92	13	14	94
CC(C)n1cc(/C=C2\NC(=O)N(c3cccc(Cl)c3)C2=O)c2ccccc21	104	2	93	89	94	2	-7	100
COc1ccc(CCNC(=O)CSc2nnc(-c3ccccc3)c3ccccc23)cc1OC	101	5	105	94	100	-1	10	104
COc1ccccc1NC(=O)C(C)OC(=O)CCNS(=O)(=O)c1cccc(C(F)(F)F)c1 (stereo not drawn)	102	2	102	98	103	13	1	98
Cc1ccc(NC(=O)COC(=O)c2ccccc2Nc2ccccc2)cc1	109	0	94	101	93	15	2	96
Cc1cc(NC(=O)COC(=O)CNS(=O)(=O)c2ccc(C)c(C)c2)no1	105	0	98	99	100	14	-2	101
CC(C)(C)c1ccc(OC(=O)CN2C(=O)C3C4CCC(C4)C3C2=O)cc1 (stereo not drawn)	98	3	89	99	94	33	-5	100
O=C(NCCc1ccccn1)c1cccnc1Oc1ccc(Cl)cc1	93	0	100	89	95	2	2	92
CN(CCO)C(=O)c1c(NC(=O)c2ccccc2)sc2c1CCCC2	104	42*	99	97	99	-40	-2	101
NS(=O)(=O)c1ccc(NC(=O)COC(=O)c2ccc(S(=O)(=O)N3CCOCC3)cc2)cc1	103	0	98	94	100	-3	x	100
CCC1COCCS(=O)(=O)N1Cc1ccccc1 (stereo not drawn)	90	1	112	62	74	-35	-25	92
Cc1cc(C(=O)N2CCCC(C(=O)c3cc(F)ccc3F)C2)c(C)o1 (stereo not drawn)	99	0	106	91	101	-2	10	97
O=C(c1ccc2ccccc2n1)N(CCO)Cc1ccccc1	106	1	94	102	97	18	-11	108
COc1cccc(CN2CCN(C(=O)C3CCC(=O)N(C4CCCC4)C3)CC2)c1 (stereo not drawn)	104	2	101	111	104	25	-10	106
O=C(Nc1ccon1)Nc1ccccc1C(F)(F)F	100	0	76	97	94	6	-17	108
COc1ccc(CC(=O)n2nc(-c3ccccc3)nc2NCc2ccco2)cc1	101	1	108	103	99	0	2	97
CC(=O)N1CCN(S(=O)(=O)c2ccc(C)cc2)C1C(C)C (stereo not drawn)	102	0	92	96	95	0	-8	94
